Assay outcomes from PubChem BioAssay.
LYPLA2 counter: LYPLA2 inhibitors, primary screen, counter-screen for PME1 inhibitor project, biochemical, fluorescence polarization, FP-Rh probe ABPP; Acyl-protein thioesterase 2 (Homo sapiens), O95372; recombinant LYPLA2; inhibition, % at 5.9 µM; 0.38% of 320,000 active; AID 2177, 2009;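 active = inhibition above the screen-wide mean plus 3 SD, limit set per campaign, cut at about 26% in these data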;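 also: 0% = LYPLA2 with DMSO and 100% = wells lacking LYPLA2 enzyme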
Target sequence (O95372 whole entry, looked up): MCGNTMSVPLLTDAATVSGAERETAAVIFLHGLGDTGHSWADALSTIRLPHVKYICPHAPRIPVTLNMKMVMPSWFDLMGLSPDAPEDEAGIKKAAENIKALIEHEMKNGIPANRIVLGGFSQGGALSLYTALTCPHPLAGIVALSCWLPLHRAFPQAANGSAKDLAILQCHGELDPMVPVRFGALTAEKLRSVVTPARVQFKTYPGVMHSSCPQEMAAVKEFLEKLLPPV
PME-1 primary: PME-1 inhibitors via competitive probe labeling, primary screen, biochemical, fluorescence polarization, FP-Rh probe, HTS; inhibition, % at 5.9 µM; recombinant PME-1; 0.53% of 320,000 active;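 active = inhibition above the campaign mean of all compounds plus 3 SD, cut at about 26% in these data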;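 also: competitive labeling of PME-1 active site by serine hydrolase directed probe; 0% = PME-1 with DMSO and 100% = wells lacking PME-1 enzyme; inhibitors block probe labeling so polarization falls and inhibition rises; many of its hits are not listed in these tables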
PAFAH1B2 inh: PAFAH1B2 enzyme inhibitors, primary screen, biochemical, fluorescence polarization, human; inhibition, % at 3.39 µM; 1.2% of 340,000 active; recombinant PAFAH1B2, FP-rhodamine activity probe; Platelet-activating factor acetylhydrolase IB subunit alpha2 (Homo sapiens), P68402;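 active = inhibition above the mean of all tested compounds plus 3 SD, cut at about 24% in these data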;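 also: 0% = enzyme with DMSO and 100% = wells lacking PAFAH1B2; many of its hits are not listed in these tables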
Target sequence (P68402 whole entry, looked up): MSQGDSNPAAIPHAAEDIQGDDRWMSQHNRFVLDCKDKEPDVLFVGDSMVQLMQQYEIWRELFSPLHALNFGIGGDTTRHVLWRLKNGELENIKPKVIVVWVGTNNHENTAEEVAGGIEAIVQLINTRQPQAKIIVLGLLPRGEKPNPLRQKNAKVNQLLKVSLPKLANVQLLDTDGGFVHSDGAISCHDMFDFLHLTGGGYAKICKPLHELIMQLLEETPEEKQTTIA
GSTO1 counter: inhibitors of recombinant GSTO1, primary screen, counter-screen for RBBP9 inhibitor project, biochemical, fluorescence polarization; Glutathione S-transferase omega-1 (Homo sapiens), P78417; inhibition, % at 5.96 µM; activity-based probe fluorescence polarization; 1.1% of 300,000 active; AID 1974, 2009;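 active = inhibition above the campaign mean inhibition plus 3 SD, cut at about 35% in these data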;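 also: 0% = GSTO1-1 with DMSO and 100% = wells lacking GSTO1-1 enzyme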
Target sequence (P78417 whole entry, looked up): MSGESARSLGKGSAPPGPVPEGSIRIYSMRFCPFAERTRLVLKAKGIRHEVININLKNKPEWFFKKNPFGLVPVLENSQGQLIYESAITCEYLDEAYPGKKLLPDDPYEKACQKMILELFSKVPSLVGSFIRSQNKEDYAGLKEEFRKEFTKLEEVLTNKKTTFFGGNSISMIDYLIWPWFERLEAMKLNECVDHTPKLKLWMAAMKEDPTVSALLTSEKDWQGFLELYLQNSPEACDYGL
PAFAH1B3 FP inh: PAFAH1B3 enzyme inhibitors, primary screen, biochemical, fluorescence polarization, human; inhibition, % at 3.39 µM; Platelet-activating factor acetylhydrolase IB subunit alpha1 (Homo sapiens), Q15102; recombinant PAFAH1B3, FP-rhodamine probe; AID 492972, 2010; 0.28% of 340,000 active;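 active = inhibition above the screen-wide average of all tested compounds plus 3 SD, cut at about 25% in these data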;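 also: 0% = enzyme with DMSO only and 100% = wells lacking PAFAH1B3 protein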
pPAFAH inh: pPAFAH enzyme inhibitors, primary screen, biochemical, fluorescence polarization, human; Platelet-activating factor acetylhydrolase (Homo sapiens), Q13093; recombinant pPAFAH, FP-rhodamine probe fluorescence polarization; inhibition, % at 3.39 µM; 1.5% of 330,000 active;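 active = inhibition above the mean inhibition across the screen plus 3 SD, cut at about 25% in these data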;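 also: inhibitors block binding of the rhodamine activity-based probe so polarization drops; 0% = enzyme with DMSO and 100% = wells lacking pPAFAH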
PAD4 inh: human PAD4 inhibitors, primary screen, biochemical, fluorescence polarization, 1536-well format; recombinant PAD4, RCA probe fluorescence polarization; 0.41% of 330,000 active; inhibition, % at 6.36 µM; AID 485272, 2010;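 active = percent inhibition above a cutoff equal to the mean of all tested compounds plus 3 SD, cut at about 15% in these data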;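 also: 0% = PAD4 with RCA probe and DMSO and 100% = probe without PAD4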
PREPL inhibitor: PREPL enzyme inhibitors, primary screen, biochemical, fluorescence polarization; recombinant PREPL, fluorescence polarization activity-based probe; inhibition, % at 5.96 µM; 0.68% of 320,000 active; AID 2751, 2010; in the data active = inhibition above about 43%;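 also: 0% = enzyme with DMSO and 100% = wells lacking enzyme; many of its hits are not listed in these tables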
LYPLA1 inh: LYPLA1 inhibitors, primary screen, counter-screen for PME1 inhibitor project, biochemical, fluorescence polarization, FP-Rh probe ABPP. Acyl-protein thioesterase 1 (Homo sapiens), O75608. recombinant LYPLA1. inhibition, % at 5.9 µM. 0.16% of 320,000 active;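 active = inhibition above the mean of all tested compounds plus 3 SD, set per campaign, cut at about 14% in these data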;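 also: inhibitors block serine hydrolase probe labeling of LYPLA1 so polarization falls; 0% = enzyme with DMSO and 100% = wells lacking LYPLA1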
Target sequence (O75608 whole entry, looked up): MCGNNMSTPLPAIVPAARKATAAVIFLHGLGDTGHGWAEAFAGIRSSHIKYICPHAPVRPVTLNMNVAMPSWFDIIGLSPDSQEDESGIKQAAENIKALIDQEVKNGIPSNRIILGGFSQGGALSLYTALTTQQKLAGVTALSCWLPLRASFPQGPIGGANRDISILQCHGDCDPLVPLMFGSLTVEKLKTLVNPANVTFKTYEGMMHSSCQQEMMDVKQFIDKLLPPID
Numbers without * were called inactive; nt = no result given. Not all compounds are listed; count on the stated rates, not on these rows.

SMILES,LYPLA2 counter,PME-1 primary,PAFAH1B2 inh,GSTO1 counter,PAFAH1B3 FP inh,pPAFAH inh,PAD4 inh,PREPL inhibitor,LYPLA1 inh
Cc1cccc(C)c1NC(=O)CSC(=O)c1sc2ccccc2c1Cl,-2,-1,3,6,-11,14,2,-12,-2
CS(=O)(=O)N1Cc2ccccc2CC1C(=O)OCC(=O)Nc1ccc2ccccc2c1 (stereo unspecified),-16,-12,20,-4,-8,14,-11,-10,-11
CC(NC(=O)[C@H](C)N1C(=O)N2CCc3c([nH]c4ccccc34)[C@@]2(C)C1=O)c1ccccc1 (stereo partly specified),-1,-4,7,1,-1,8,-3,6,2
Cc1cc(NC(=O)CSc2nnc(C(F)(F)F)n2C)no1,nt,nt,11,nt,10,3,-5,8,nt
CC(C)CCN1CCN(Cc2cnc(N3CCCC3)s2)CC1CCO (stereo unspecified),5,-2,1,5,2,3,-3,5,-1
COc1ccc(C(C(=O)NC2CCCC2)N(C(=O)c2snc(-c3ccc(F)cc3)c2N)c2ccc(OC)cc2)cc1 (stereo unspecified),0,-7,6,-2,1,-1,-3,1,-4
O=C(Nc1sc2c(c1C(=O)O)CCC2)c1ccco1,-1,1,3,-6,12,6,3,3,-5
O=C1CSC(c2cccc(F)c2)N1c1ccc(O)cc1 (stereo unspecified),2,3,4,-3,3,-2,-6,9,-2
Cc1cccc(NC(=O)COc2ccccc2C(=O)NC(C)c2ccccc2)c1 (stereo unspecified),-18,-6,-2,-7,2,10,-1,9,-13
CCOCCc1nnc(NC(=O)CN2C(=O)c3ccccc3C2=O)s1,-3,-10,-4,15,4,-7,-2,-5,-2
CC1=N/C(=C/c2cc(Br)cc(Br)c2O)C(=O)O1,3,-5,5,4,5,4,-5,-8,-2
CCCn1c(SCC(=O)Nc2nonc2C)nnc1-c1ccoc1C,-4,0,2,1,-5,8,5,-14,-2
Cc1ccc(S(=O)(=O)N/N=C\c2ccccc2OCc2ccccc2)cc1,-12,-9,6,3,4,1,-4,-1,-6
COC(=O)[C@H](Cc1c[nH]c2ccccc12)NC(=O)CCCc1c[nH]c2ccccc12,4,3,4,5,5,7,-2,2,0
Cc1nn(CC(=O)Nc2ccccc2)c(=O)c2ccccc12,6,-1,0,-1,7,2,1,7,-1
Cc1cc(N/N=C2\CC(C)CC(C)(C)C2)nc2ccccc12 (stereo unspecified),4,3,6,5,0,4,-4,24,1
COc1ccc(NS(=O)(=O)c2cccc(NC(=O)NC3CCCCC3)c2)cc1,-8,-10,1,2,-1,24,-4,0,-5
COC(=O)c1ccc(Cl)c(NC(=O)CSc2nnc(-c3ccncc3)o2)c1,-3,-1,2,3,0,1,2,2,-1
CN(C)c1ccc(/C=C2\CCCc3c2nc2ccccc2c3C(=O)O)cc1,3,3,-2,9,3,21,-4,8,-6
CCCN1C2CCCC1CC(NC(=O)c1cccc(Cl)c1)C2 (stereo unspecified),2,-8,-2,6,-1,2,1,-3,-2
Cc1ccccc1NC(=O)/C(C#N)=C/c1ccc(-c2ccc(Cl)c(C(=O)O)c2)o1,-4,-6,-1,7,9,11,-4,1,2
CCCc1cc(C(=O)Nc2cccc([N+](=O)[O-])c2)cs1,-10,3,2,-9,-3,2,-1,26,-7
N#CCC(=O)N/N=C/c1ccccc1Cl,10,2,5,7,-4,7,-3,11,3
COC(=O)c1ccsc1NC(=O)C1=COCCO1,-7,6,4,-2,4,-5,-1,13,-2
O=C(CSc1nc2ccccc2s1)N1c2ccccc2Sc2ccc(Cl)cc21,-5,-4,1,1,-6,-7,0,-14,-2

Ordered by formula weight (highest first): part of the list above.
SMILES,LYPLA2 counter,PME-1 primary,PAFAH1B2 inh,GSTO1 counter,PAFAH1B3 FP inh,pPAFAH inh,PAD4 inh,PREPL inhibitor,LYPLA1 inh
CC(NC(=O)[C@H](C)N1C(=O)N2CCc3c([nH]c4ccccc34)[C@@]2(C)C1=O)c1ccccc1 (stereo partly specified),-1,-4,7,1,-1,8,-3,6,2
Cc1ccc(S(=O)(=O)N/N=C\c2ccccc2OCc2ccccc2)cc1,-12,-9,6,3,4,1,-4,-1,-6
CC(C)CCN1CCN(Cc2cnc(N3CCCC3)s2)CC1CCO (stereo unspecified),5,-2,1,5,2,3,-3,5,-1

Other entries.
SMILES,LYPLA2 counter,PME-1 primary,PAFAH1B2 inh,GSTO1 counter,PAFAH1B3 FP inh,pPAFAH inh,PAD4 inh,PREPL inhibitor,LYPLA1 inh
Cc1ccc(Cn2ncc3c(N4CCN(CCc5ccccc5)CC4)ncnc32)cc1,1,0,nt,-5,nt,1,-3,19,3
Cc1csc(SCC(=O)NC(C)c2ccccc2)n1 (stereo unspecified),-11,0,3,10,-6,3,1,1,-4
CC(OC(=O)c1cc(S(=O)(=O)N(C)C)ccc1N1CCCC1)C(=O)NCc1ccccc1 (stereo unspecified),7,5,0,-2,6,1,-1,5,3
COc1ccc(/C=C2/SC(=O)NC2=O)cc1,4,2,-2,4,4,1,1,-3,10
Cc1cc2n(n1)C(c1cccs1)Nc1ccccc1-2 (stereo unspecified),-2,-6,4,-3,7,6,1,4,0
COc1ccc([C@H]2CC(=O)C=C(c3cccc(CO)c3)C2)cc1OC,8,-2,5,nt,1,1,11,17,3
CCC1(CC)NC(=O)N(CC(=O)Nc2ccc(OCc3ccccc3)cc2)C1=O,nt,nt,7,nt,8,2,-3,-2,nt
CCOc1ccc(CCNc2nc3ccccc3n3cnnc23)cc1OCC,1,6,3,16,2,1,-9,8,0
Cc1ccc(S(=O)(=O)Nc2ccc3c(c2)CC(=O)N([C@H](C)CO)C[C@@H](C)[C@H](CN(C)S(=O)(=O)c2ccccc2)O3)cc1,nt,nt,13,nt,-14,12,-1,7,nt
C=CCOc1ccc(/C=N/NC(=O)c2c(C)nc3ccc(Cl)cn23)cc1,-7,-10,-2,5,-1,-2,1,-1,0
CN1CCc2nc(SCC(=O)Nc3ccc(Cl)cc3)c(C#N)cc2C1,13,-3,-1,-15,7,2,4,4,-1
CC(C(=O)NCCC1=CCCCC1)c1ccc([N+](=O)[O-])cc1 (stereo unspecified),-3,5,16,0,-1,6,-6,0,2
CN(C(=O)c1cccnc1)c1nc(-c2ccccc2)cs1,-7,-3,3,-1,-3,5,5,-5,2
CCCn1cnc2cc(NCc3cccc(OC)c3)ccc21,-1,6,3,3,-6,4,0,16,-2
C=CCn1c(CCc2ccccc2)nnc1SCC(N)=O,4,-4,-3,1,7,3,2,0,3
O=C(CCCNC(=O)/C(=C/c1ccccc1F)NC(=O)c1ccccc1)OCc1ccccc1,9,8,5,2,2,0,-1,-10,2
CCOC(=O)c1sc(-c2ccc(OC)cc2)cc1N,7,3,-4,8,6,12,-3,31,1
Cc1ccc(CN2CCN(C(=O)C3CCCO3)CC2)cc1 (stereo unspecified),4,1,2,-1,3,2,1,4,2
CCOC(=O)N1CCN(CC(O)COc2ccccc2[N+](=O)[O-])CC1 (stereo unspecified),4,-4,2,6,9,5,-5,6,4
CN=C1S/C(=C\c2c(OC)cc(OC)cc2OC)C(=O)N1C,0,1,-4,1,9,0,0,-2,5
O=C(NCC(=O)N(Cc1cccs1)C(C(=O)NC1CCCCC1)c1cccnc1)c1ccco1 (stereo unspecified),0,8,1,4,1,5,5,3,-1
CC1CC(C)CN(C(=O)CSc2nnc(-c3ccco3)o2)C1 (stereo unspecified),2,2,6,4,11,0,2,6,2
COCCNC(=O)C(c1cccs1)N(Cc1cccs1)C(=O)Cn1nnc2ccccc21 (stereo unspecified),-11,-10,0,-2,5,3,-9,-9,-4
O=C(N/N=C/c1ccco1)c1cc(Br)ccc1OCc1ccccc1,-2,-4,0,2,6,0,-5,4,1
Cc1ccn2c(C(=O)c3ccc(Cl)cc3)cnc2c1,2,3,3,1,11,4,1,4,3

Structural class, the entries above containing an aryl thioether with sulfur outside any ring
SMILES,LYPLA2 counter,PME-1 primary,PAFAH1B2 inh,GSTO1 counter,PAFAH1B3 FP inh,pPAFAH inh,PAD4 inh,PREPL inhibitor,LYPLA1 inh
Cc1cc(NC(=O)CSc2nnc(C(F)(F)F)n2C)no1,nt,nt,11,nt,10,3,-5,8,nt
CCCn1c(SCC(=O)Nc2nonc2C)nnc1-c1ccoc1C,-4,0,2,1,-5,8,5,-14,-2
COC(=O)c1ccc(Cl)c(NC(=O)CSc2nnc(-c3ccncc3)o2)c1,-3,-1,2,3,0,1,2,2,-1
O=C(CSc1nc2ccccc2s1)N1c2ccccc2Sc2ccc(Cl)cc21,-5,-4,1,1,-6,-7,0,-14,-2
Cc1csc(SCC(=O)NC(C)c2ccccc2)n1 (stereo unspecified),-11,0,3,10,-6,3,1,1,-4
CN1CCc2nc(SCC(=O)Nc3ccc(Cl)cc3)c(C#N)cc2C1,13,-3,-1,-15,7,2,4,4,-1
C=CCn1c(CCc2ccccc2)nnc1SCC(N)=O,4,-4,-3,1,7,3,2,0,3
CC1CC(C)CN(C(=O)CSc2nnc(-c3ccco3)o2)C1 (stereo unspecified),2,2,6,4,11,0,2,6,2
